# Fam108B inh: Fam108B inhibition, counter-screen for RBBP9 inhibitors; recombinant Fam108B, FP-Rh probe fluorescence polarization; inhibition, % at 9.51 µM; hit rate 0.33% among 300,000; AID 1947;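 active = inhibition above the screen mean inhibition plus 3 SD, computed separately per campaign, cut at about 18% in these data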;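 note: inhibitors lower polarization as less probe binds the enzyme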
# MEX-5 binding: C. elegans MEX-5 TCR-2 RNA binding activity. Q9XUB2. activity score (negative = inhibition of binding), % at 10 µM. hit rate 0.38% among 300,000. MEX-5/FITC-TCR2 RNA binding, fluorescence polarization; stronger effect = lower value. AID 1832;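 active = inhibition past about -25% in most replicates, and total fluorescence under double the plate's negative control median, limit read from the data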;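 note: 0% = DMSO and -100% = 5 µM competing unlabeled TCR2 RNA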
# Target sequence (Q9XUB2 whole entry, looked up): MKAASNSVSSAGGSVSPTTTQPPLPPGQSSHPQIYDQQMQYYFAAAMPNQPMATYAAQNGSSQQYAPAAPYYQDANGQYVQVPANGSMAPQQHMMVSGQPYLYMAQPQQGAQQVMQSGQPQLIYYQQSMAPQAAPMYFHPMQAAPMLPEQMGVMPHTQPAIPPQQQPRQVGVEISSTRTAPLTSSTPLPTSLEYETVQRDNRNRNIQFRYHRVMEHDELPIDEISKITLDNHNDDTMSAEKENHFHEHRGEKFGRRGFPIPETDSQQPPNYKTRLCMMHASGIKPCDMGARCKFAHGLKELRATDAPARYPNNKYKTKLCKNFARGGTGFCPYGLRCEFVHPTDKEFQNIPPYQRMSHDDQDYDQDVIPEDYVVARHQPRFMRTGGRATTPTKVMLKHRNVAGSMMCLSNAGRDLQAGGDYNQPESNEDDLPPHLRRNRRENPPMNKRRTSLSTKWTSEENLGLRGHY
# MCL1-BIM inh: inhibitors of human MCL1 binding to BIM-BH3 peptide; hit rate 0.68% among 320,000; inhibition, % at 10.9 µM; AID 2057; Q07820; GST-MCL1 / FITC-Bim-BH3 fluorescence polarization;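 active = inhibition above the mean inhibition of all tested compounds plus 3 SD, set per campaign, cut at about 40% in these data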;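 note: 0% = DMSO wells and 100% = unlabeled Bim-BH3 peptide control; higher means more loss of mP so more displacement of Bim peptide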
# GLD-1 RNA inh: GLD-1-TGE RNA interaction inhibition (C. elegans) | hit rate 0.44% among 320,000 | inhibition, % at 5.96 µM | AID 2280 | purified GLD-1 + fluorescein TGE RNA, fluorescence polarization | Q17339;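 active = percent inhibition above a per-plate cutoff, the plate mean of test compounds plus 3 SD, cut at about 30% in these data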;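 note: 0% = DMSO wells with GLD-1 and probe and 100% = wells lacking GLD-1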
# PME-1 inh: blocks human protein phosphatase methylesterase 1 | inhibition, % at 5.9 µM | hit rate 0.53% among 320,000 | recombinant PME-1, FP-Rh probe fluorescence polarization | Q9Y570;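 active = inhibition above the campaign mean of all compounds plus 3 SD, cut at about 26% in these data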;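 note: competitive labeling of PME-1 active site by serine hydrolase directed probe; 0% = PME-1 with DMSO and 100% = wells lacking PME-1 enzyme; inhibitors block probe labeling so polarization falls and inhibition rises; many of its hits are not listed in these tables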
# GRK2 aptamer HTS: inhibitors of human GRK2 displacing RNA aptamer | P25098 | inhibition of aptamer binding, % at 10 µM | hit rate 0.59% among 330,000 | bead flow cytometry, FAM-aptamer displacement from GRK2;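 active = inhibition of aptamer binding above 40%, roughly 3 SD of noise, on plates passing a quality check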;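 note: median bead fluorescence of bound FAM aptamer so fluorescent compounds give negative values; no value below 0 was filed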
# BCLXL inh: blocks human Bcl-xL binding to Bim BH3 peptide; GST-Bcl-xL / FITC-Bim BH3 peptide fluorescence polarization; hit rate 0.7% among 320,000; Q07817; inhibition, % at 10.9 µM;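 active = inhibition above the mean of all tested compounds plus 3 SD, cutoff set per campaign, cut at about 30% in these data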;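 note: 0% = DMSO wells and 100% = unlabeled Bim-BH3 peptide competitor; inhibitors lower millipolarization by displacing the labeled peptide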
# Target sequence (Q07817 whole entry, looked up): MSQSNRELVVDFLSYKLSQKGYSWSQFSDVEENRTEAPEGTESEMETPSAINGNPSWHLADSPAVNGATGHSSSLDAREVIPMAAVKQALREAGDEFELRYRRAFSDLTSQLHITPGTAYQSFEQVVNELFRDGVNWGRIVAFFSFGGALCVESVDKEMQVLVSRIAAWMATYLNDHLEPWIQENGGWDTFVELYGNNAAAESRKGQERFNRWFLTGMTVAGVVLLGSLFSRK
# Efflux pump mplx: antifungal efflux pump inhibition, Nile Red retention; AID 485275; S. cerevisiae Candida pump triplex; inhibition, % at 10 µM; hit rate 0.44% among 330,000;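 active = plate passing quality check with inhibition over a set limit, or well fluorescence over plate mean plus 4 SD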;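 note: Nile Red retained in pooled yeast measured as flow cytometry median fluorescence; 0% = buffer negative control and 100% = Enniatin B positive control; higher means more Nile Red kept so more efflux inhibition; some compounds called inactive have numbers as strong as hits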
# VLA-4 inh: inhibition in a human VLA-4 binding assay; VLA-4 expressing cells, ligand binding flow cytometry; AID 2557; inhibition, % (about 7 µM as worked out from the volumes in the protocol); hit rate 0.2% among 330,000; in the data active = inhibition above about 50%
# An asterisk follows results filed as active; · = not tested or not shown. Some of the compounds tested; count on the stated rates, not on these rows.
# The line under a structure holds: Fam108B inh	MEX-5 binding	MCL1-BIM inh	GLD-1 RNA inh	PME-1 inh	GRK2 aptamer HTS	BCLXL inh	Efflux pump mplx	VLA-4 inh
- O=C(c1ccccc1)N1CCCCC(S(=O)(=O)c2ccccc2)C1=O (stereo not drawn)
    0	-2.8	1	-1	-1	1	7	0.0	16
- Cc1cccc(NC(=O)c2nc[nH]c2C(=O)N2CCc3ccccc3C2)c1
    ·	·	4	8	-5	1	1	-0.1	18
- CC(OC(=O)C1CCN(S(=O)(=O)c2ccc3c(c2)OCCO3)CC1)C(=O)N(C)c1ccccc1 (stereo not drawn)
    ·	·	10	5	9	3	5	-0.2	40
- Cc1ccccc1NC(=O)C(=O)NCCCN1CCCC1=O
    2	-0.1	-5	1	-4	0	-1	0.0	0
- CCCCN(C)CCNC(=O)Cn1ncc2c(=O)oc3ccc(C)cc3c21
    0	-0.7	-4	-5	-5	2	3	0.0	-6
- CC(C)(C)CC(=O)Nc1cc2c3c(c1)CCN3C(=O)CC2
    -4	-2.0	24	15	0	0	25	0.4	4
- O=C(Nc1cccc(F)c1)C1CC(=O)N(c2ccc(Br)cc2)C1 (stereo not drawn)
    -2	-1.0	-1	-1	-1	0	3	-0.2	22
- CCC(=O)n1nc(-c2ccco2)nc1N
    1	1.9	1	1	2	1	8	0.1	12
- O=C(CNC(=O)C1CCCCC1)OCC(=O)c1ccc(Cl)s1
    -1	3.9	-7	0	0	0	-3	-0.1	-2
- Cn1cc(CN2CCCC(C(=O)c3ccc(-c4ccccc4)cc3)C2)cn1 (stereo not drawn)
    -2	0.1	-1	-1	1	0	2	0.0	4
- Clc1cccc(-c2nnc(-c3ccno3)o2)c1
    -1	-0.3	8	-2	-2	3	10	-0.1	3
- COC(=O)c1cc2ccsc2n1CC(=O)Nc1cc(Cl)ccc1OC
    -3	-1.3	8	3	2	0	2	-0.1	-6
- Cc1ccc(OCC(=O)Nc2cc(NC(=O)COc3ccc(C)cc3)cc(C(=O)O)c2)cc1
    -5	1.5	-1	5	-3	1	3	0.1	-2
- Cc1ccccc1S(=O)(=O)c1c(C)cc(-c2ccccc2)[nH]c1=O
    1	2.1	2	7	-1	1	9	-0.1	5
- O=C(CN1CCN(C2CCCCC2)CC1)Nc1ccc(Br)cc1
    -3	1.7	2	8	-4	0	2	-0.1	-13

# Going on with the list:
# The line under a structure holds: Fam108B inh	MEX-5 binding	MCL1-BIM inh	GLD-1 RNA inh	PME-1 inh	GRK2 aptamer HTS	BCLXL inh	Efflux pump mplx	VLA-4 inh
- COc1ccccc1C(CNC(=O)CSc1ccc2ccccc2c1)N(C)C (stereo not drawn)
    -5	2.1	-2	5	4	0	3	-0.2	22
- CCC/C=N/Nc1nnc(Cc2ccccc2)c(=O)[nH]1
    0	-0.5	4	-1	1	1	5	0.1	14
- Cc1ccc(C(=O)CSc2nc(-c3ccccc3)cc(=O)[nH]2)cc1
    2	0.8	-6	7	-2	0	2	-0.1	4
- COC(=O)c1ccc(Sc2ccccc2NS(=O)(=O)c2ccc(C)cc2)nc1
    -3	0.0	6	-1	29*	0	2	-0.1	3
- Cc1ccc(NC(=S)N(CCCN2CCOCC2)Cc2ccco2)cc1Cl
    -2	-0.2	3	0	-2	0	7	0.2	2
- CC1=CC(C)(C)n2c(O)c(N=NC(N)=S)c3c(C)c(C)cc1c32
    1	-0.1	8	0	3	1	4	0.0	·
- COc1ccc2nc(N3C(=O)CNC3=S)sc2c1
    -2	0.7	-3	-3	-9	0	0	0.2	3
- Cc1onc(-c2c(F)cccc2Cl)c1-c1nnc(-c2ccc(C(F)(F)F)cc2)o1
    -5	-4.6	-7	3	-3	2	3	0.0	1
- CCCCNC(=O)CNC(=O)c1cccs1
    6	-0.3	3	8	-1	0	0	0.2	2
- O=C(CSc1nc(=O)n(CCCN2CCOCC2)c2c1CCCC2)Nc1cccc([N+](=O)[O-])c1
    -2	-1.1	-1	7	9	1	5	0.1	4
- CC(=O)Nc1ccc(SC[C@H](Cc2ccccc2)N2CC[C@@H](C(C)(C)C)CCC2=O)cc1
    ·	·	17	4	-5	10	8	-0.2	-10
- Cc1ccc2[nH]c(=O)c(CN(Cc3cccs3)S(=O)(=O)c3ccc4c(c3)OCCO4)cc2c1
    0	·	-1	-4	-3	1	2	0.0	28
- CC1CC(C)CN(S(=O)(=O)c2ccc3c(c2)CC(C)N3C(=O)C2CC2)C1 (stereo not drawn)
    -1	-1.6	-4	4	12	3	1	-0.1	-1
- O=S(=O)(NCCSCc1ccc(Cl)cc1Cl)c1ccc2c(c1)OCCO2
    -11	0.4	5	-2	-12	1	9	0.0	-28
- CCCCC[C@@H]1C=C(C(=O)O)[C@H](c2ccc(C#N)cc2)N1S(=O)(=O)c1ccc(C)cc1
    ·	·	·	1	·	1	·	-0.1	2

# 12 compounds from above, sorted by molar mass, lowest first:
# The line under a structure holds: Fam108B inh	MEX-5 binding	MCL1-BIM inh	GLD-1 RNA inh	PME-1 inh	GRK2 aptamer HTS	BCLXL inh	Efflux pump mplx	VLA-4 inh
- CCCCNC(=O)CNC(=O)c1cccs1
    6	-0.3	3	8	-1	0	0	0.2	2
- CCC/C=N/Nc1nnc(Cc2ccccc2)c(=O)[nH]1
    0	-0.5	4	-1	1	1	5	0.1	14
- COc1ccc2nc(N3C(=O)CNC3=S)sc2c1
    -2	0.7	-3	-3	-9	0	0	0.2	3
- CC1=CC(C)(C)n2c(O)c(N=NC(N)=S)c3c(C)c(C)cc1c32
    1	-0.1	8	0	3	1	4	0.0	·
- Cc1ccc(C(=O)CSc2nc(-c3ccccc3)cc(=O)[nH]2)cc1
    2	0.8	-6	7	-2	0	2	-0.1	4
- COc1ccccc1C(CNC(=O)CSc1ccc2ccccc2c1)N(C)C (stereo not drawn)
    -5	2.1	-2	5	4	0	3	-0.2	22
- COC(=O)c1ccc(Sc2ccccc2NS(=O)(=O)c2ccc(C)cc2)nc1
    -3	0.0	6	-1	29*	0	2	-0.1	3
- O=S(=O)(NCCSCc1ccc(Cl)cc1Cl)c1ccc2c(c1)OCCO2
    -11	0.4	5	-2	-12	1	9	0.0	-28
- CCCCC[C@@H]1C=C(C(=O)O)[C@H](c2ccc(C#N)cc2)N1S(=O)(=O)c1ccc(C)cc1
    ·	·	·	1	·	1	·	-0.1	2
- CC(=O)Nc1ccc(SC[C@H](Cc2ccccc2)N2CC[C@@H](C(C)(C)C)CCC2=O)cc1
    ·	·	17	4	-5	10	8	-0.2	-10
- Cc1ccc2[nH]c(=O)c(CN(Cc3cccs3)S(=O)(=O)c3ccc4c(c3)OCCO4)cc2c1
    0	·	-1	-4	-3	1	2	0.0	28
- O=C(CSc1nc(=O)n(CCCN2CCOCC2)c2c1CCCC2)Nc1cccc([N+](=O)[O-])c1
    -2	-1.1	-1	7	9	1	5	0.1	4

# Continuation.
smiles	Fam108B inh	MEX-5 binding	MCL1-BIM inh	GLD-1 RNA inh	PME-1 inh	GRK2 aptamer HTS	BCLXL inh	Efflux pump mplx	VLA-4 inh
CCCOc1ccc(C(=O)NNC(=S)NC(=O)c2ccccc2[N+](=O)[O-])cc1	-5	0.3	6	-2	-5	0	8	-0.2	-5
CCC(Oc1ccccc1)C(=O)Nc1nnc(S(=O)(=O)Nc2ccccc2)s1 (stereo not drawn)	-2	0.3	5	3	-1	49*	3	1.4	38
Cn1c2ccccc2c2c(C(=O)N3CCN(c4ccccc4)CC3)cn(C3CCCC3)c(=O)c21	1	2.7	1	-6	1	3	5	-0.2	0
Cc1ccc(NC(=O)N2CCCC2C(=O)Nc2ccc(-n3cnnn3)c(C)c2)cc1 (stereo not drawn)	1	-0.1	-1	-5	6	0	9	-0.1	22
CCOc1ccccc1CNC(=O)C1CCN(c2nc3ccccc3o2)CC1	1	·	5	5	17	0	5	-0.1	6
CCOC(=O)CCNC(=O)N1CCCC(C(=O)c2cccc(Cl)c2)C1 (stereo not drawn)	1	2.2	7	4	1	0	4	0.0	23
Cc1ccc(S(=O)(=O)NCCSC(C)(C)C)cc1	0	-1.4	3	5	0	1	5	0.0	3
CCO/C=C/C(O)(CNC(=O)COc1ccccc1F)C(F)(F)F (stereo not drawn)	2	1.7	3	2	1	0	6	0.0	14
CC(=O)c1ccc(N2CCN(CC(=O)N(C3CC3)C3CCS(=O)(=O)C3)CC2)c(F)c1 (stereo not drawn)	·	·	6	11	4	0	-2	-0.2	-4
CCC(=O)c1ccc(OCC(=O)OCC(=O)NCCCc2ccccc2)cc1	1	-3.4	-5	2	-4	0	-5	-0.1	-10
CN1C(=O)c2ccccc2Sc2ccc(C(=O)O)cc21	3	0.7	-17	-9	1	3	-5	0.0	7
Cn1c(CCN2CCCC2)nc2cc(NS(=O)(=O)c3ccccc3)ccc21	-1	0.3	5	0	1	0	12	0.0	5
Cc1ccc(N(C(=O)C(F)(F)F)C(C(=O)NC2CCCCC2)c2cccs2)cc1 (stereo not drawn)	1	2.5	6	4	2	4	4	-0.1	4
O=C(c1n[nH]c(=O)c2ccccc12)N1CCN(c2ccccc2)CC1	-3	2.4	5	2	-5	5	4	0.1	-2
CC(C)n1cc(NC(=O)c2cc(-c3ccccc3)on2)cn1	1	0.4	2	-3	-3	0	5	0.0	-5
O=C(O)/C=C/C(=O)N1CCc2ccccc21	9	2.0	0	4	-3	0	4	-0.1	29
CCCCCN1CC(O)=C(c2ccccc2)C1=N	-5	0.4	-3	9	-11	4	4	-0.2	0
O=[N+]([O-])c1ccccc1S(=O)(=O)Nc1nc2ccccc2s1	3	-0.7	23	-5	1	4	10	-0.1	-11
O=C(O)c1ccc(N/N=C/c2ccc(OC(=O)c3ccccc3Cl)cc2)cc1	17	-0.3	1	7	18	2	3	-0.1	4
COCC(C)NC(=O)C1c2ccccc2Oc2ccccc21 (stereo not drawn)	-9	1.4	3	-6	2	1	2	0.6	1
Cc1nc(NN)c2c3c(sc2n1)COC(C)(C)C3	-2	12	-3	-7	8	0	3	0.1	-8
O=C(c1ccc(SCc2cccc(Br)c2)c([N+](=O)[O-])c1)N1CCN(c2ccccn2)CC1	-2	-0.8	1	-7	5	1	4	0.4	5

# Screens (PubChem)
